Screening data deposited in PubChem BioAssay by several laboratories.
Peg3 prom inh – inhibitors of Peg3 promoter; HeLa PEG-Prom luciferase reporter, luminescence, overnight; inhibition, % at 20 µM; hit rate 1.7% among 360,000;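 active means inhibition of at least 50% at 20 µM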
CF NFkB block – inhibitors of cystic fibrosis induced NF-kB. KKLEB NF-kB-GFP reporter, PAF-induced, GFP fluorescence overnight. inhibition, % at 5 µM. hit rate 0.86% among 360,000. AID 588850;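 active means at least 50% inhibition at 5 µM, scaled per plate between neutral and stimulator controls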;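 further: PAF is a Pseudomonas aeruginosa culture filtrate used as stimulus; plate controls were PAF-stimulated DMSO wells for no effect and unstimulated DMSO wells for full effect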
Shn3 3UTR inh – Schnurri-3 reporter inhibition in Clone20 osteoblasts; Clone20 osteoblast Shn3 3'UTR firefly luciferase, 24 h; inhibition, % at 12.5 µM; AID 588674; hit rate 0.52% among 360,000;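 active means mean inhibition of at least 75% with every replicate also reaching 75%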;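 further: 0% = median of neutral control wells and 100% = pilot-screen positive control compound; some compounds past the cut are filed as inactive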
TROY NFkB inh – inhibitors of TROY-dependent NF-kB signaling; Q293 LMP1-TROYcd NF-kB luciferase reporter, 4 h; inhibition, % at 10 µM; hit rate 0.98% among 360,000;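 active means compounds whose plate-normalised and pattern-corrected inhibition of the luciferase reporter signal at the single screening dose is 50% or more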
HIF-2a block – inhibitors of HIF-2a | 786-0 RCC cells HIF-2a reporter, luciferase luminescence, overnight | inhibition, % at 18.8 µM | hit rate 0.72% among 360,000 | AID 624352;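 active means inhibition of the luminescence signal of 40% or more relative to plate controls, in a single-dose primary screen at 18.75 µM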
KKLEB cytotox – reduces viability of KKLEB cystic fibrosis airway cells. KKLEB CF airway cells viability, ATPlite luminescence, overnight; stronger effect = lower value; cells stimulated with P. aeruginosa culture filtrate. activity change (cytotoxicity), % at 5 µM. hit rate 0.36% among 360,000. AID 602141;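 active means corrected activity change at or below -50% at 5 µM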
NR2E3 ag-1 – human photoreceptor-specific nuclear receptor agonism; Q9Y5X4; CHO-S Gal4-NCOR/VP16-NR2E3 two-hybrid, luciferase; inhibition of corepressor binding, % at 3.98 µM; hit rate 0.35% among 360,000; AID 602229;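 active means inhibition above the mean of all tested compounds plus 3 SD, cut at about 70% in these data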;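 further: 0% = DMSO with NR2E3 transfected cells and 100% = cells lacking NR2E3 construct; higher means lower luciferase signal from less NR2E3 corepressor binding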
Target sequence (Q9Y5X4 whole entry, looked up, the tested form may be a part): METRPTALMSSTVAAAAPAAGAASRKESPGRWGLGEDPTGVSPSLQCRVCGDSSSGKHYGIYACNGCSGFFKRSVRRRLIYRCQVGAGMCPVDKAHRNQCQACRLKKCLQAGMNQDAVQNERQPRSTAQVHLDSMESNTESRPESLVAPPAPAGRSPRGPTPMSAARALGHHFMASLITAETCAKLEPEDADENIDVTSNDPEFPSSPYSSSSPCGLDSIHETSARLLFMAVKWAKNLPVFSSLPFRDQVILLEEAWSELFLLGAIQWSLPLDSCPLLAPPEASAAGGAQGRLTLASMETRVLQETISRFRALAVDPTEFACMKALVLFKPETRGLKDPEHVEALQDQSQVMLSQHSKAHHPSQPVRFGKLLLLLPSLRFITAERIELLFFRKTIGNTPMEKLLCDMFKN
C8 TRAIL sens – sensitizes caspase-8 expressing cells to TRAIL. NB7+C8 cells + TRAIL, ATPlite viability luminescence. inhibition (viability loss, TRAIL sensitization), % at 10 µM. hit rate 1% among 360,000;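 active means compounds causing at least 50% loss of cell viability in the single-dose screen, relative to plate controls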
TWEAK Fn14 block – blocks TWEAK-Fn14 interaction in a reporter cell assay | inhibition, % at 10 µM | TWEAK-stimulated Fn14 reporter cells, luciferase luminescence, 8 h | hit rate 2% among 360,000 | AID 1159606; in the data active means inhibition above about 50%
NR2E3 ag-2 – agonists of human nuclear receptor NR2E3; AID 2300; hit rate 0.12% among 320,000; inhibition of corepressor binding, % at 4.78 µM; GST-NR2E3/biotin-RetCOR TR-FRET, 1536-well;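 active means percent inhibition above the cutoff of mean plus 3 SD of all tested compounds, set per screening campaign, cut at about 20% in these data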;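 further: 0% = DMSO wells and 100% = biotin wells as full block of FRET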
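Test system – NR2E3–RetCOR corepressor complex · Quantity – NR2E3 fusion 1.35 nM · Buffer or medium – Tris pH 7.5 · Incubation – Compound–protein incubation for 5 h at 4 °C · Technique – TR-FRET, Eu(K)-anti-GST donor, streptavidin-D2 acceptor, ex 340, em 617/671 nm · Evaluation – percent inhibition of 671/617 nm emission ratio versus biotin and DMSO controls · Plate – 1536-well format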
MITF TRPM1 inh – MITF TRPM1 promoter inhibition in SK-MEL-5 cells; SK-MEL-5 TRPM1 promoter luciferase, 24 h; inhibition, % at 12.5 µM; hit rate 0.83% among 330,000; AID 488899;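 active means mean inhibition across replicates of 60% or more, whatever share of single replicates reaches that level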; further: values of inactives mirror those of a sister screen read the other way
* = called active by the depositor; / = no result given. Only part of the results is shown; count on the stated rates, not on these rows.

SMILES	Peg3 prom inh	CF NFkB block	Shn3 3UTR inh	TROY NFkB inh	HIF-2a block	KKLEB cytotox	NR2E3 ag-1	C8 TRAIL sens	TWEAK Fn14 block	NR2E3 ag-2	MITF TRPM1 inh
O=C(COc1ccc2c(c1)oc(=O)c1ccccc12)N[C@@H](Cc1ccccc1)C(=O)O	0	28	20	5	7	-4	-19	-3	-15	-1	0
Cc1nc2ccc(NC(=O)N3CCOCC3)cc2s1	-1	1	-31	-13	-17	3	-19	3	-3	3	7
O=[N+]([O-])c1ccc(O)c(NC(=S)Nc2ccccc2)c1	-156	-22	13	-22	-235	6	-49	-25	-24	-1	-28
CC(=O)N[C@@H](C)C(=O)N1CCC(n2nccc2NC(=O)CCCc2ccccc2)CC1	-56	-6	-49	-18	-74	-2	-34	3	-21	1	-1
COc1ccc(N(CC(=O)N2CCC(C(N)=O)CC2)S(=O)(=O)c2ccccc2)cc1	16	-19	-3	-16	12	0	5	11	6	-2	-1
CC(C)(Oc1ccc(CCNC(=O)c2ccc(Cl)cc2)cc1)C(=O)O	-3	-10	-3	-12	5	25	-1	6	6	8	9
O=C(O)c1cn(Cc2ccccc2)nc1-c1cccnc1	5	0	-7	-11	10	-2	23	0	-9	0	0
Cc1c(/C=N/NC(=O)C2(O)c3ccccc3-c3ccccc32)cnn1C	-3	1	21	7	11	-4	-14	-9	-3	-1	-6
COc1ccccc1NC(=O)/C(=C/c1cccs1)NC(=O)c1ccco1	17	-8	-12	-13	10	3	-3	1	-17	-5	-3
Cc1cc(N=Nc2ccccc2C(=O)O)c(C)c(C)c1O	2	-2	-11	44	-21	8	-4	-13	-5	0	13
COc1ccc(N2C(=S)NC3N2C(=S)NC3(C)c2ccccc2)cc1 (stereo not drawn)	-321	6	25	-75	-247	-2	-82	5	-6	0	-28
O=C(c1cccc(C(F)(F)F)c1)C1CCCN(C(=O)Cn2cncn2)C1 (stereo not drawn)	-33	1	-14	11	-29	5	13	-3	-9	-3	-5
CC1=NN(C(=O)COc2ccccc2)C(O)(c2cccnc2)C1 (stereo not drawn)	10	-4	14	-19	16	-21	12	-6	7	0	13
O=C(CN1CCN(c2ccccc2O)CC1)Nc1cc(S(=O)(=O)N2CCCC2)ccc1Cl	25	-6	14	24	-2	9	6	17	14	-1	22
CCOCCCNC(=O)c1cn(CC(C)C)c(=O)c2cc(OC)c(OC)cc12	26	9	-2	0	15	-10	-10	4	-1	/	4
CCCSc1ncnc2sc(C)c(C)c12	4	-7	-8	-2	5	4	-21	-1	17	5	1
CCOC(=O)Cc1csc(NC(=O)Cc2cccs2)n1	-12	5	3	-25	-45	10	-16	-7	-5	0	1
Cc1noc(NS(=O)(=O)c2ccc(N/C=C\C(=O)c3ccc4c(c3)OCO4)cc2)c1C	-53	13	-46	-20	-61	5	-72	9	-16	-4	-9
Cc1ccc(S(=O)(=O)NCC(=O)NC2CCCC2)cc1	0	-6	-4	6	0	-8	1	-3	12	/	7
CCCC(=O)Nc1cc(-c2nnc(OC)c3ccccc23)ccc1N1CCOCC1	12	2	5	-4	13	7	5	-4	-3	1	17
CCN(CC)S(=O)(=O)c1cccc(C(=O)OCC(=O)Nc2ccc3c(c2)c2ccccc2n3CC)c1	-109	17	-35	9	4	4	14	-4	0	1	-3
CCOc1ccc(-c2noc(CCC(N)=O)n2)cc1OCC	17	-4	-9	6	5	7	-14	-18	6	-6	11
CC(OC(=O)CC1CC2CCC1C2)C(=O)Nc1ccc(C(N)=O)cc1 (stereo not drawn)	-7	-14	6	12	16	11	1	-3	-1	2	9
Cc1occc1-c1nnc(SC(C)C(=O)Nc2ccccc2F)o1 (stereo not drawn)	-154	-7	-36	-46	-137	0	-101	17	-21	/	-55
NS(=O)(=O)c1ccc(CCNC(=O)COC(=O)/C=C/c2ccccc2Cl)cc1	26	2	-9	-2	-2	4	-12	-11	30	2	13
CC(NC(=O)c1cccnc1Sc1ccccc1)c1ccc(S(N)(=O)=O)cc1 (stereo not drawn)	-8	9	-6	7	4	10	0	7	-12	3	-12
Cc1ccc(CN2CCNC(=O)C2CC(=O)N(Cc2c(C)nn(C)c2C)C2CC2)o1 (stereo not drawn)	13	7	2	-5	10	4	-4	-3	1	5	-2
CCC1(C)Cc2[nH]c(=O)c(C#N)cc2CO1 (stereo not drawn)	-9	-16	9	8	4	3	10	8	86*	7	3
CCCC1(c2ccccc2)NC(=O)N(CC(=O)Nc2ccc3c(c2)OCCO3)C1=O (stereo not drawn)	5	2	-7	-3	5	-24	-6	6	-4	/	-5
COC(=O)C1=C(C)N(CC2CC2)C(=NCc2cccc(Cl)c2)N[C@H]1c1ccccc1	16	2	-14	8	-1	-21	-10	24	8	0	-8
COC(=O)c1cccc(S(=O)(=O)N2CCC(NC(=O)Nc3cccc(F)c3)CC2)c1	6	13	12	-23	13	4	-20	-3	5	0	24
CC1(C)COC(c2cccc(C3=NC(C)(C)CO3)n2)=N1	1	-8	12	-5	15	6	-18	-12	19	3	15
Cc1ccc(NC(=O)Nc2ncnc3nc[nH]c23)cc1	-267	4	-88	-39	-209	10	-91	25	-30	-2	-71
Cc1onc(-c2ccccc2Cl)c1NC(=O)NCc1cccs1	7	1	0	-7	6	-2	12	21	1	1	2
CC1CCCC(C)N1CCCNC(=O)c1csc2c1CCCCC2 (stereo not drawn)	4	6	-2	-3	3	-7	-22	26	-10	0	-8
COc1cc(-c2nnc(SCc3ccccc3Cl)o2)cc(OC)c1OC	-3	-8	13	-3	-68	2	-47	-15	8	3	-5
COc1ccc(OC)c2[nH]c(=O)c(CCNC(=O)CC(C)C)cc12	13	-6	-7	-11	14	1	-29	-4	-5	3	3
Cc1cc(NC(NC(=O)c2ccco2)(C(F)(F)F)C(F)(F)F)no1	2	-6	-23	-9	2	-5	8	2	5	-1	-4
Cc1nc(C)n(CC(O)COc2ccc3c(c2)CCC3)n1 (stereo not drawn)	0	5	1	4	-2	6	-6	9	-19	2	0
CCOc1ccc(-c2nc(CSCC(=O)NC3CC3)c(C)o2)cc1	-16	2	70	8	-28	20	109*	-6	8	2	24
C#CCNC(=O)C1=C[C@@H](c2csc3ccccc23)[C@H](CCCO)[C@@H](OCC)O1	-5	-3	5	-2	18	-1	0	11	-7	-1	-10
Cc1ccc(NC(=O)C2CCCN2C(=O)NC2CCCCC2)cc1 (stereo not drawn)	29	23	12	7	14	-6	-6	32	11	2	12
Cc1cc(/C=C2/C(=N)N3C(c4ccccc4)=CSC3=NC2=O)c(C)n1-c1ccccc1	-60	19	7	-41	-55	4	-13	23	-8	7	-12
COc1cc(OC)c2ccc(=O)oc2c1C(CC(=O)N1CCCC(C)C1)c1ccc2c(c1)OCO2 (stereo not drawn)	-2	11	-13	-13	5	-7	-20	4	-17	3	-2
CCC(=O)N(c1nnc(SCC(=O)NN2C(=O)NC3(CCC(C)CC3)C2=O)s1)C1CC1 (stereo not drawn)	2	18	-4	-1	5	-6	-10	-12	8	3	3
C[C@H](CO)N1C[C@H](C)[C@@H](CN(C)S(=O)(=O)c2ccc(F)cc2)Oc2ccc(NC(=O)Nc3ccc(C(F)(F)F)cc3)cc2C1=O	30	18	5	20	3	-13	5	12	38	/	1
O=[N+]([O-])c1cccc(S(=O)(=O)N2CCCC2)c1	-10	2	2	21	8	-3	8	-6	7	0	2
Cc1c(NC2=C(Cl)C(=O)N(c3ccccc3Cl)C2=O)c(=O)n(-c2ccccc2)n1C	-29	10	-15	19	-18	-2	0	4	25	-2	-6
O=C(N/N=C\c1ccc(-c2ccc(Cl)c(Cl)c2)o1)C(=O)N1CCCC1	-9	12	-1	-4	-3	2	-5	8	-7	-2	-2
COc1ccc(NC(=O)C(=O)NCCC2CCCCN2S(=O)(=O)c2ccccc2)cc1 (stereo not drawn)	33	26	-37	17	18	-5	-26	22	21	-1	30
COC(=O)c1ccccc1Oc1ccc(NC(=O)c2ccco2)cc1	-35	8	-12	-34	-3	5	-35	1	-2	-2	-9
CCOc1ccccc1-c1nc(-c2ccc(NC(=O)Cc3ccc(OC)cc3)cc2)no1	4	11	2	12	-5	2	-34	17	-98	-1	-10
O=C(Nc1cccn2ncnc12)C(Cl)Cl	7	19	-10	14	10	-5	-20	-16	-1	7	-4
COCCNC(=O)Nc1ccc(F)cc1	7	-1	-4	-4	7	-18	-26	1	-18	1	-10
COc1cc(NC(=O)c2ccc(-c3cccc([N+](=O)[O-])c3)o2)ccc1NC(=O)C(C)C	78*	-72	9	-2	-2	7	1	22	-18	0	-4
COc1ccc(CNC(=O)C(=O)NCC2OCCN2S(=O)(=O)c2ccc(C)cc2)cc1 (stereo not drawn)	8	-26	13	13	2	0	-17	-18	-8	1	2
Nc1nnc(SCC(=O)NC2CCCCCCC2)s1	-8	-2	-7	-1	11	-28	-25	6	-10	0	2
O=C(Nc1ccc(S(=O)(=O)N2CCCC2)cc1)c1ccc2c(=O)n3c(nc2c1)CCCCC3	11	6	48	25	24	5	-7	20	46	3	16
CCOc1cc(CNCc2ccc(C(=O)O)cc2)ccc1OC	-12	7	3	13	14	2	4	-1	-23	1	1
NCCCC[C@H]1CNC(=S)N1CCc1cccc(F)c1	2	1	16	2	17	15	20	-7	3	-3	-2

Going on with the list.
SMILES	Peg3 prom inh	CF NFkB block	Shn3 3UTR inh	TROY NFkB inh	HIF-2a block	KKLEB cytotox	NR2E3 ag-1	C8 TRAIL sens	TWEAK Fn14 block	NR2E3 ag-2	MITF TRPM1 inh
CNc1nc(Oc2ccc3sc(C)nc3c2)c2sccc2n1	-3	23	19	22	-28	-11	18	11	32	/	/
O=C(NCc1ccc(F)cc1)c1cc(S(=O)(=O)N2CCOCC2)ccc1F	2	10	-13	5	4	-1	0	-2	2	0	-9
O=C(NCc1ccncc1)C1Cc2c(-c3ccc4c(c3)OCO4)ccnc2O1 (stereo not drawn)	27	0	-13	13	18	-12	-10	4	16	/	/
CC(C)CCNC(=O)CN(Cc1ccco1)C(=O)CCC(=O)Nc1nccs1	14	-19	17	3	1	5	-15	-3	-8	1	0
O=C(COc1ccc(Br)cc1Cl)NC1CCN(Cc2ccccc2)CC1	27	-7	9	14	9	-1	-23	-4	-10	1	10
CN1C(=O)c2cccc3c(Br)ccc(c23)C1=O	-8	-74	-36	-18	1	2	-7	-3	-34	3	/
O=C(Nc1ccnn1C1CCN(C2CCOCC2)CC1)c1cccc(F)c1	24	-8	9	-1	3	2	2	-3	6	-1	5

Compound profiles (already shown). Order of values: Peg3 prom inh, CF NFkB block, Shn3 3UTR inh, TROY NFkB inh, HIF-2a block, KKLEB cytotox, NR2E3 ag-1, C8 TRAIL sens, TWEAK Fn14 block, NR2E3 ag-2, MITF TRPM1 inh
Results for CNc1nc(Oc2ccc3sc(C)nc3c2)c2sccc2n1 → -3, 23, 19, 22, -28, -11, 18, 11, 32, /, /
Results for O=C(NCc1ccncc1)C1Cc2c(-c3ccc4c(c3)OCO4)ccnc2O1 (stereo not drawn) → 27, 0, -13, 13, 18, -12, -10, 4, 16, /, /
